# From PubChem
# HEK293 tox: HEK 293 cell cytotoxicity; HEK 293 viability, ATP luminescence (CellTiter-Glo), 48-72 h; Potency, µM (series often up to 115 µM), without a hit: at the highest dose activity change, negative = cytotoxicity, hits mostly inhibitors; 94,000 tested, 6.6% active; AID 1345083; further: potency means the concentration at half of the fitted maximal effect; nearly all actives have a fitted effect of over 60% in size
#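 Viability of HEK 293 cells, plated at 250 cells/well, was judged by cellular ATP after compound treatment for 48 or 72 hr. Luminescence was imaged 10 min after CellTiter-Glo addition at room temperature.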
# Luciferase inh: inhibitors of firefly (Photinus pyralis) luciferase | Potency, µM (doses to about 115 µM), for inactives: at the top dose activity change, negative = inhibition, actives largely listed as inhibitors | AID 1347043 | purified P. pyralis luciferase, luminescence, biochemical | 76,000 tested, 2.5% active; further: potency means the concentration at half of the fitted maximal effect; nearly all actives have a fitted effect of over 65% in size
#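 Luminescence read by CCD imaging after purified firefly luciferase (10nM final) was added to substrate buffer holding 10uM D-luciferin and 10uM ATP, pH 7.5, pre-dosed with compound.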
# SNCA viab count: reduces viability of HEK-293 SNCA reporter cells; HEK-293-SNCA-luc viability, GF-AFC fluorescence, 24 h; Potency, µM (series often up to 57.1 µM), for inactives: at the highest dose activity change, negative = cytotoxicity, most hits filed as cytotoxic; 150,000 tested, 0.12% active;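 further: potency means the concentration at half of the fitted maximal effect; 0% = DMSO-treated cells and -100% = medium-only wells without cells; nearly all actives have a fitted effect of over 30% in size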
#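 HEK-293-SNCA-luc cells (1500/well) plated 24 h, then exposed 24 h to a dilution series; GF-AFC added 30 min at 37C, fluorescence 405/540 nm; normalised to medium-only and DMSO wells, Hill fit.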
# GPT2 inhibitor: GPT2 alanine aminotransferase inhibition. Potency, µM (series often up to 57.7 µM), without a hit: top-dose activity change, negative = inhibition, actives largely listed as inhibitors. AID 1671188. Q8TD30. 100,000 tested, 0.25% active. Recombinant GPT2, coupled pyruvate oxidase/HRP Amplex Red fluorescence; further: potency means the concentration at half of the fitted maximal effect; nearly all actives have a fitted effect of over 60% in size; many of its hits are not listed in these tables
# Target sequence (Q8TD30 whole entry, looked up): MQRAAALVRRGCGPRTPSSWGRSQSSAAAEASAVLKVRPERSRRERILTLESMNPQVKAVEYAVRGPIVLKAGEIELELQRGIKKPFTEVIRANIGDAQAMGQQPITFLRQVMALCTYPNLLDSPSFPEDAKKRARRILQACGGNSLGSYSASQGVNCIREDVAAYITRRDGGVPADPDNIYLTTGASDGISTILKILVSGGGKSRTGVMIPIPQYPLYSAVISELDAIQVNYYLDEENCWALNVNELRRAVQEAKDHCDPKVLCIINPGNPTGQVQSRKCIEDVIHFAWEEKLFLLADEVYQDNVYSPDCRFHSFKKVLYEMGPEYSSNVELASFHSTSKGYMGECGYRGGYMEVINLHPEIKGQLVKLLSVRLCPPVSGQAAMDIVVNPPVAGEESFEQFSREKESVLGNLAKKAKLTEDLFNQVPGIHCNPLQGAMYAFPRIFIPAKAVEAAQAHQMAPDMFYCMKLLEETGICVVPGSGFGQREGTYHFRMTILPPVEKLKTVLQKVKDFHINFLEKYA
#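 Fluorescence of coupled pyruvate oxidase/HRP/Amplex Red system (50uM Amplex, 30 min, dark) reports pyruvate formed by GPT2. Enzyme reaction: 10ng/uL GPT2, 2mM L-alanine, 250uM a-KG, 30 min room temperature, pH 7.5; 50uM AOA control.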
# SNCA expr inhib: SNCA gene expression inhibition; HEK-293 SNCA-luciferase knock-in, luminescence, 24 h; Potency, µM (titrated, usually from 57.2 µM), without a hit: top-dose activity change, negative = inhibition, usual class: inhibitors; 140,000 tested, 0.17% active; AID 1671194;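 further: potency means the concentration at half of the fitted maximal effect; plate controls were DMSO cells for no effect and cell-free wells for full effect; nearly all actives have a fitted effect of over 45% in size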
# 3T3 cytotox: NIH 3T3 cell cytotoxicity; Potency, µM (series often up to 96.7 µM), for the others: top-dose activity change, negative = cytotoxicity, actives largely listed as inhibitors; NIH 3T3 viability, CellTiter-Glo ATP luminescence, 48-72 h; 94,000 tested, 4.3% active; further: potency means the concentration at half of the fitted maximal effect; nearly all actives have a fitted effect of over 55% in size
#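 Cytotoxicity is measured as loss of cellular ATP: NIH 3T3 cells (400/well) are exposed to compound for 48 or 72 hr at 37 °C, then CellTiter-Glo luminescence is imaged after 10 min at room temperature.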
# IP6K1 inhibitor: blocks human inositol hexakisphosphate kinase 1; activity change, % (series mostly up to about 58 µM); AID 1645851; IP6K1 kinase, ADP-Glo luminescence, 2 h; stronger effect = lower value; 140,000 tested, 0.81% active; in the data active means activity change below about -25%
# Target sequence (Q92551 whole entry, looked up): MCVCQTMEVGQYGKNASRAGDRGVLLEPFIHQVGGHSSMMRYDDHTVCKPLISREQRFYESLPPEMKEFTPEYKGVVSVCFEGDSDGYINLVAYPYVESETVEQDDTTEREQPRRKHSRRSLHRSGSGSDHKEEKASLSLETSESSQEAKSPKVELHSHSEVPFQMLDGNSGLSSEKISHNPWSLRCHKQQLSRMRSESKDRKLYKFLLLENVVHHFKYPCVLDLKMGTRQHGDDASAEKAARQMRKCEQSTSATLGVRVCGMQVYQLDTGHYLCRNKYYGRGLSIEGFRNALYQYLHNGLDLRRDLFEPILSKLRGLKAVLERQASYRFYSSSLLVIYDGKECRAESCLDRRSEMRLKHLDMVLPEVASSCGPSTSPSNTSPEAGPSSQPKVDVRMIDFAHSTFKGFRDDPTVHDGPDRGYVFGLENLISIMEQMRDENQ
#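 ADP-Glo luminescence measures ADP made by human IP6K1 during a 2 h RT reaction with ATP/IP6 (mix at 1.3 mM/130 uM); top library doses 57.5 and 19.1 uM final.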
# Numbers without * were called inactive; i = inactive; ? = inconclusive; · = not tested or not shown; & = joins results of further samples; [ ] = remark or other dose. Unless noted, the call rests on the fitted dose curve; in most records, active means well fitted curve in the direction sought with a large enough effect; inconclusive means small, poorly fitted or top-dose-only effect, or another doubt; inactive means no such curve, though single readings can be large; an effect the other way counts as inactive or inconclusive. Unless noted, on the % scale 0 is the no-effect control and ±100 the full control effect.
SMILES,HEK293 tox,Luciferase inh,SNCA viab count,GPT2 inhibitor,SNCA expr inhib,3T3 cytotox,IP6K1 inhibitor
Cc1ccc(C(=O)N2CCC(Cc3nc(-c4ccccc4)n[nH]3)CC2)cn1,-12.9%,·,-4.2%,?,2.3%,-25.9%,5.3
CCOc1ccc(/C=C/c2nc(C#N)c(NC(C)CC)o2)cc1 (stereo not drawn),·,·,3.1%,·,?,·,-13.2
Cc1ccc(C(=O)N2CC(Oc3ccc4c(c3)OCO4)C2)cc1,?,·,0.7%,?,36.4%[activator],-22.3%,-14.7
Cc1cccc(C(=O)N2CCCC(n3cc(-c4nc(C(C)C)no4)nn3)C2)c1 (stereo not drawn),?,10.5%,-13.0%,-7.2%,-20.3%,-22.3%,0.0
COc1ccc(C(=O)N2CCCCCCNC(=O)CC2)cc1,1.4%,-11.5%,?,-6.6%,-10.4%,-15.7%,-3.8
Cc1ccc(OCCC2CCN(C(=O)Cn3cnc4c3c(=O)n(C)c(=O)n4C)C2)cc1 (stereo not drawn),?,-13.7%,14.0%,1.9%,-13.4%,?,12.0
CCOc1ccc(CNC(=O)c2cnc3sc(N4CCOCC4)nn3c2=O)cc1OC,·,·,-0.1%,·,0.3%,·,-2.5
Cc1cccc(-n2nc(-c3c(C)nc4scc(CC(=O)NC5CC5)n4c3=O)cc2C)c1,-5.6%,-12.7%,?,i,-4.6%,-19.2%,13.3
Cc1cnc(C2CCN(CC3CCCCC3)C2)n1Cc1ccccc1 (stereo not drawn),22.4µM*,·,-5.5%,?,7.6%,20µM*,15.0
CC(NC(=O)Cn1c(=O)oc2cc(S(=O)(=O)N3CCCCCC3)ccc21)c1ccccc1 (stereo not drawn),·,·,6.4%,·,?,·,7.6
O=C(OCc1cccc(C(F)(F)F)c1)c1ccc(-c2nnn(Cc3ccc(F)cc3)n2)cc1,·,·,1.4%,·,2.7%,·,-3.3
O=C(CC1NCCNC1=O)Nc1ccc(F)c(Cl)c1 (stereo not drawn),·,·,?,·,-3.0%,·,44.4
CC(=O)Nc1cccc(-c2cc3c(ccn3C)c(C(=O)NCc3c(C)cc(C)[nH]c3=O)n2)c1,?,11.3%,-12.6%,2.1%,13.9%,-24.8%,-11.0
CCN1C(=O)COC[C@@H]1[C@H](O)c1ccc(NC(=O)c2cccnc2)cc1,2.2%[172 µM],-5.3%[172 µM],3.1%[87.6 µM],-11.5%[88.5 µM],-2.5%[87.6 µM],i,-5.3
COc1ccc(NC(=O)Cn2c(N3CCN(c4ccccc4)CC3)nc(C)cc2=O)cc1OC,?,9.1%,5.4%,i,-12.7%,-17.2%,0.8
O=C1CCCN1CCCN1C(=O)[C@@H]2C[C@@H](O)CN2C2(CN(C3CCOCC3)C2)C1=O,i,-5.7%[172 µM],-1.5%[87.6 µM],i,-9.0%[87.6 µM],-0.4%[174 µM],-3.6
COc1ccc2[nH]c3c(c2c1)CCN(C)C31CCN(C(=O)C2CC2)CC1,-13.3%,7.0%,-1.4%[12.5 µM],i,16.5%,-12.9%,3.0
Cc1noc(CN(C)C(=O)c2ccc3oc(Cc4ccc(Cl)cc4)nc3c2)n1,?,3.9%,-17.0%,i[11.5 µM],21.1%,?,-13.5
CCn1nccc1C(=O)N1CCC2(CC1)N(C)C(=O)CS2(=O)=O,-4.6%,2.3%,?,0.9%,-25.1%,-11.4%,21.3
COc1ccc(C(=O)N2CCn3c(nnc3C3CC3)C2)cc1,i,0.7%[172 µM],-4.3%[87.6 µM],-4.9%[88.5 µM],1.9%[87.6 µM],-3.3%[138 µM],-4.4
CCOc1ccc(C2c3c(-c4cc(C)ccc4O)n[nH]c3C(=O)N2Cc2cccnc2)cc1OCC (stereo not drawn),·,·,-18.0%,·,10.4%,·,0.5
c1ccc(N[C@@H]2CCC3CC2[C@@H](Oc2ccccn2)CO3)cc1 (stereo partly drawn),?,·,·,·,·,-14.9%,-5.9
Cc1ccc(-n2ncc3c(N4CCCCCC4)ncnc32)cc1,·,·,-0.8%,·,2.24µM*,·,-3.6
COC(=O)c1ccc(NC(=O)N2CCn3nnc(CCC(=O)N4CCCC4)c3C2)cc1,1.1%,6.3%,16.1%,i,-6.2%,-14.8%,12.8
Cc1cccc(CN2C(=O)c3ccccc3Sc3ccc(C(=O)N4CCCC4)cc32)c1,·,·,-27.1%,·,?,·,0.5
COc1ccc(CCNC(=O)c2ccc3nnc(Cc4ccc(Cl)cc4)n3c2)cc1,?,·,3.0%,5.0%,-29.6%,?,7.1
CC(=O)Nc1ccc(NC(=O)Cn2cccc2-c2nc(-c3ccccc3)no2)cc1,?,-2.3%,-6.9%,2.5%,2.5%,i,16.1
COC[C@@H]1[C@H](NC(=O)c2cnc(-c3cccnc3)nc2C)[C@@H]2CCO[C@H]12,2.3%,12.7%,1.8%,-27.2%,0.8%,-4.7%,14.1
CCc1ccc(CN(C(=O)c2ccc(OC)cc2)C2CCS(=O)(=O)C2)cc1 (stereo not drawn),·,·,?,·,5.5%,·,7.5
COc1ccc(CNc2nccc(-c3c(C)nn(C)c3C)n2)cc1OC,?,-3.8%,-14.5%,-1.5%,-26.3%,-11.5%,12.6
CN(C)c1ccc(CNC(=O)c2ccc(Cn3c(SCc4ccccc4)nc4cccnc43)cc2)cc1,·,·,?,·,26.1%,·,-0.4
Cc1ccc(CN2CCC(N3CC(OCC4CC4)C34CCOCC4)CC2)cc1C (stereo not drawn),?,8.3%,-0.5%,i,-11.5%,?,25.1
Cc1cc(C)cc(-c2ccc(CN)cc2)c1,28.2µM*,·,?,i,?,?,-12.7
COc1cccc(N2C(=O)CSC23C(=O)N(Cc2ccccc2)c2ccccc23)c1 (stereo not drawn),·,·,-7.1%,·,?,·,-1.2
Cc1ccc(-n2ncc3c(NC4CCCCC4)ncnc32)cc1Cl,·,·,4.5%,·,160.3%[activator],·,20.9
CC(C)CCNC(=O)N1CC(c2nnc(-c3ccncc3)o2)C2(CCOCC2)C1 (stereo not drawn),-13.5%,4.4%,3.7%,i,0.3%,-2.8%,20.3
CCn1nccc1C(=O)N1CCc2nc(OCCOC)ccc2C1,?,-6.1%,10.4%[12.5 µM],i,5.8%,-10.6%,2.1
COc1cc(/C=C(\C#N)c2nc3ccc(C)cc3[nH]2)ccc1OC(C)C,·,·,?,·,14.9%,·,-9.6
CN1CCC(NCC2(COc3cccnc3)C[C@@H](O)[C@@H](O)C2)CC1 (stereo partly drawn),-3.3%[172 µM],3.2%[172 µM],3.9%[87.6 µM],-9.7%[88.5 µM],-7.9%[87.6 µM],4.3%[174 µM],2.8
COc1ccc(CNC(=O)CSc2ncc3c(n2)-c2cc(Cl)ccc2N(Cc2ccccc2)S3(=O)=O)cc1OC,·,·,0.9%,·,-6.6%,·,-8.4
CN1C(=O)c2cccn2CC1C(=O)NCc1cccc(C(F)(F)F)c1 (stereo not drawn),-19.8%,-5.5%,15.4%,i,4.0%,-14.3%,-7.2
O=C(c1nc2cccnc2n(CCc2ccccc2)c1=O)N1CCC(c2ccccc2)CC1,?,·,2.2%[12.5 µM],3.5%,-13.1%,?,-10.4
O=C(NCC1Cn2cccc2C(=O)N1Cc1cccnc1)c1n[nH]c(=O)c2ccccc12 (stereo not drawn),-2.9%,0.5%,-7.9%,i,14.6%,39.8µM*,8.4
CN(CCO)c1ccc(-c2nc(CCCc3ccccc3)no2)cn1,?,6.31µM*,-5.7%,-9.7%,106.2%[activator],-29.0%,-4.2
COc1cccc(CC(=O)NCC(=O)N2CCCCCNC(=O)CC2c2ccccc2)c1 (stereo not drawn),i,-4.7%,-6.0%,i,-11.1%,0.6%,-3.9
O=C(NCc1ccco1)c1ccc2c(c1)N(Cc1ccccc1)C(=O)c1ccccc1S2,·,·,?,·,?,·,-27.5*
CCOc1ccc(C2Cn3nnc(-c4nc(-c5cccc(C)c5)no4)c3CO2)cc1 (stereo not drawn),-0.6%,?,-13.1%,-18.2%,25.9%,0.8%,-14.3
Cn1cccc1C(=O)NC1CCc2nnc(C3CC3)n2CC1 (stereo not drawn),1.5%,?,-8.3%,i,73.1%[activator],-12.5%,-8.9
COc1ccc(C(=O)N2CCCOCCNC(=O)[C@@H]3CCCC[C@@H]32)cn1,i,-10.9%,-6.0%,3.5%,-9.9%,-4.6%,8.7
COc1ccc(CN2CCC(O)(CN3CCCCC3)C2)cc1Cl (stereo not drawn),?,-4.8%,?,i,-15.8%,?,3.7

# Next section
SMILES,HEK293 tox,Luciferase inh,SNCA viab count,GPT2 inhibitor,SNCA expr inhib,3T3 cytotox,IP6K1 inhibitor
Cc1cc(C)c(NC(=O)c2oc3c(c2C)-c2[nH]ncc2CC3)c(C)c1,·,·,-6.6%,·,72.9%[activator],·,-4.8
Cc1ccccc1C(=O)Nc1ccc(C(=O)N2CCCC(N(C)C)c3ccccc32)cc1 (stereo not drawn),·,·,-4.1%,-8.7%,-56.2%[25.6 µM],·,15.1&1.4
CC1(c2ccccc2)N(Cc2ccccc2C#N)C(=O)OC12CCN(Cc1c[nH]c3ccccc13)CC2 (stereo not drawn),14.1µM*,-0.2%,-25.4%,-12.2%,?,22.4µM*,-10.3
Cc1cccc(N2CCN(CC(=O)N3C[C@@H](C)[C@](O)(C4CCC4)C3)CC2)c1,-33.3%,-6.4%,3.3%,3.1%,-25.1%,-22.7%,2.9

# These rows are one share of the data, so the mix of outcomes need not match the whole.
